# Source: PubChem (National Center for Advancing Translational Sciences (NCATS))
# D1 PAM: enhances dopamine response at the human D1 receptor. P21728. HEK293 TREx D1 cells, calcium flux, dopamine EC20 potentiation. potentiation, % at 10 µM. actives 0.036% (n = 360,000); in the data active = potentiation above about 30%; note: 0% is about no effect
# D2 ag: agonists of human D2 dopamine receptor. actives 0.53% (n = 340,000). AID 485358. HEK293 T-REx D2 cells, calcium flux agonist mode. activation, % at 2 µM. P14416;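 active = activation over 3 SD above normal in the single-dose calcium agonist read, cut at about 30% in these data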; note: 0% is about no effect
# Target sequence (P14416 whole entry, looked up): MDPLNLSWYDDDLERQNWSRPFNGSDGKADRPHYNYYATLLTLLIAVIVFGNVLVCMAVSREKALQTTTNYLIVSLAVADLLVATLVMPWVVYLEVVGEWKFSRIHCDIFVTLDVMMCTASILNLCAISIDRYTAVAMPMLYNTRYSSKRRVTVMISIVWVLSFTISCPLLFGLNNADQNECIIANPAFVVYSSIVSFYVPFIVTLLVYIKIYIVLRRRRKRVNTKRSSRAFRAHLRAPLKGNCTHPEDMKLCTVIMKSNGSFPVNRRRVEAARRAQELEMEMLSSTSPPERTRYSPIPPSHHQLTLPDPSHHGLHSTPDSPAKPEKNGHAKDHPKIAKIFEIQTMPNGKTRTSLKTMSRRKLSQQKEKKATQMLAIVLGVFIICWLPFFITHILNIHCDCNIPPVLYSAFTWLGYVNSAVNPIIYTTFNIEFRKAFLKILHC
#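 Tetracycline-induced HEK293 T-REx cells with force-coupled D2 receptor, plated overnight at 30 C, loaded with no-wash calcium dye. After a 10 s baseline, compound was pin-added and calcium flux read kinetically for 180 s; calcium rises flagged agonists.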
# RXFP1 antagonist: antagonists of human relaxin receptor RXFP1 | Q9HBX9 | HEK293-RXFP1, relaxin-stimulated cAMP HTRF, 30 min; stronger effect = lower value | activity change, negative = inhibition, % at 57.5 µM | actives 0.59% (n = 350,000);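 active = activity change of -60% or lower, but not beyond a set lower limit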; note: % is set by controls: 0 for no effect and ±100 for the full control effect
# TRHR enhancer: allosteric enhancers of human TRH receptor. P34981. TRHR cells, fluo-8 calcium fluorescence, EC20 TRH enhancement. actives 0.66% (n = 360,000). AID 493056. enhancement, % at 2 µM; in the data active = enhancement above about 30%; note: 0% is about no effect
# Target sequence (P34981 whole entry, looked up): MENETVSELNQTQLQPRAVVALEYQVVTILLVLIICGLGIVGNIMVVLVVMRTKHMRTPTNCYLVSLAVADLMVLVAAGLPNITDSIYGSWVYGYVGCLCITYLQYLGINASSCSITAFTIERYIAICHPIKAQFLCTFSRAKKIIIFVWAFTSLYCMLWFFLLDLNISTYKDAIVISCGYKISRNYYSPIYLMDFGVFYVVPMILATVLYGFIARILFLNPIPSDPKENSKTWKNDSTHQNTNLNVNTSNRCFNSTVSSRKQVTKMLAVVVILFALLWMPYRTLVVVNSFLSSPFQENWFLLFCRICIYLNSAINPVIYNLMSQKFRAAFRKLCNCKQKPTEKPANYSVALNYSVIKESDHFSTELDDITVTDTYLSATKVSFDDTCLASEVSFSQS
#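 TRHR-expressing cells loaded with fluo-8 calcium dye were read kinetically (ex 480/em 530) during compound addition, then stimulated with an EC20 of TRH (10 nM final). Enhancement of the Gq-mediated intracellular calcium response was scored.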
# TRHR ag: activates the human TRH receptor; activation, % at 2 µM; actives 0.18% (n = 360,000); TRHR cells, calcium flux fluo-8, FDSS agonist mode; P34981; note: 0% is about no effect
#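 TRHR-expressing cells, plated overnight in medium with 10% serum, were loaded with fluo-8 calcium dye at room temperature. After a 10 s baseline, library compound was pin-added and calcium release was recorded kinetically (ex 480/em 530) as agonist response.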
# D1 antagonist: blocks dopamine activation of the human D1 receptor. HEK293 TREx D1 cells, calcium flux, dopamine EC80; stronger effect = lower value. AID 504652. actives 3.2% (n = 360,000). activity change, negative = inhibition, % at 10 µM; in the data active = activity change below about -30%; note: % is set by controls: 0 for no effect and ±100 for the full control effect
#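 Tetracycline-induced HEK293 T-REx cells with force-coupled D1 receptor were loaded with a no-wash calcium dye. Compound was added after a 10 s baseline and read kinetically for 180 s; EC80 dopamine was then added and calcium flux followed another 180 s.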
# D2 antag: antagonists of human D2 dopamine receptor | actives 2% (n = 340,000) | inhibition, % at 10 µM | P14416 | HEK293 TREx D2 cells, calcium flux, dopamine EC80; in the data active = inhibition above about 30%; note: 0% is about no effect
#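 Overnight-induced (tetracycline, 30 C) HEK293 T-REx cells carrying force-coupled D2 receive a no-wash calcium dye, then compound, then EC80 dopamine at 180 s; signals are read kinetically throughout.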
# D1 agonist: human D1 receptor agonism; activation, % at 2 µM; HEK293 T-REx D1 cells, calcium flux, agonist mode; AID 504660; actives 1% (n = 360,000); note: 0% is about no effect
#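 Tetracycline-induced HEK293 TREx D1 cells, force-coupled to calcium signalling, were dye-loaded with a no-wash calcium kit. Compound was pin-added after a 10 s baseline. Fluorescence was read kinetically at 1 cycle/s for 180 s, with calcium rises flagged as agonism.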
# D2 PAM: positively modulates the human D2 dopamine receptor allosterically | actives 0.34% (n = 340,000) | potentiation, % at 10 µM | HEK293 T-REx D2, calcium flux, EC20 dopamine potentiation | P14416 | AID 485347;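 active = potentiation over 3 SD above the plate norm, cut at about 30% in these data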; note: 0% is about no effect
#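 Calcium flux readout, no-wash dye, 1 read/s. Inducible HEK293 Trex D2 line, overnight 30 C. Compound alone 180 s (agonist flags), then EC20 dopamine, another 180 s to score potentiation.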
# Starred values were filed as active, the others as inactive; x = no result given; & = joins results of further samples. Cut-off read from the data, not from the text of the source, unless noted: active = activation above about 30%; inactive = the rest.
structure	D1 PAM	D2 ag	RXFP1 antagonist	TRHR enhancer	TRHR ag	D1 antagonist	D2 antag	D1 agonist	D2 PAM
O=C(Nc1ncc(Cc2cccc(C(F)(F)F)c2)s1)C1CCCO1 (configuration not stated)	-5	-1.3	-36	6	0.8	-40*	-3	6	-5
COc1cc(CC(NC(C)=O)C(=O)NC2CCN(C(=O)Nc3ccccc3C)CC2)cc(OC)c1 (configuration not stated)	-10	1.7	1	0	0.1	-7	-8	2	-7
CCc1cc2c3c(c1)C(C)CC(C)(C)N3C(=O)/C2=C1\SC(=O)NC1=O (configuration not stated)	-5	-0.6	-26	7	-0.4	46	2	3	10
COc1cccc(-n2nc(C(C)=O)c(=O)[nH]c2=O)c1	-2	0.7	-13	5	-0.8	-1	-4	6	6
O=C1NC(Cc2c[nH]c3ccccc23)C(=O)N1Cc1cccc2ccccc12 (configuration not stated)	-1	1.3	22	56*	0.4	4	-8	1	-5
O=C(c1cc(-c2cccnc2)nc2ccc(Cl)cc12)N1CCN(S(=O)(=O)c2cccs2)CC1	-1	0.2	2	5	0.6	-5	-10	2	4
COc1cc(NC(=O)CCN2CCN(C)CC2)cc(OC)c1	-2	1.5	1	-1	-0.6	2	-6	1	14
COc1ccc(S(=O)(=O)NNc2nc(C)cc(C)n2)cc1[N+](=O)[O-]	-1	-0.4	3	-5	0.0	7	11	3	-3
Cn1cc(S(=O)(=O)N2CCc3ccccc32)cc1C(=O)Nc1ccc(Cl)cc1	-2	1.0	-14	0	-0.3	-37*	-31	7	-7
Cc1ccc(NS(=O)(=O)c2ccc3[nH]c4c(c3c2)CCCCCC4)cc1Cl	4	0.5	-27	8	0.2	7	x	3	-4
COc1ccccc1N1CN(CCc2ccccc2)CNC1=S	5	0.0	11	-4	-0.7	5	9	1	-2
O=C(CSc1nc2c([nH]c3ccccc32)c(=O)n1-c1ccccc1)N1CCOCC1	0&-4	0.1	-1	0&-1	-0.4&0.3	-11&21	-6	0&0	-2&-1
CCOc1ccc(Nc2nc(Cl)nc(N3CCN(c4ccc(OC)cc4)CC3)n2)cc1	3	-0.1	-14	-2	0.0	-2	3	0	-6
CCCCc1nc2cc(C(=O)NCc3nccn3CC)ccc2o1	-1	0.2	5	2	-0.4	-3	-26	0	21
COc1cccc2c1C(=O)C[C@]1(CCCC[C@@H]1C)O2	6	-1.0	x	7	-0.1	-2	9	4	-6
COCCn1c(C)cc(/C=C(\C#N)C(=O)OCC(=O)Nc2ccc(S(N)(=O)=O)cc2)c1C	0	-1.4	-6	0	0.6	-2	10	5	-5
CCOc1ccc(CNc2ccc(N3CCCC3)cc2)cc1	-4	-0.4	-12	4	0.1	-8	-28	2	2
Cc1cccc2c(=O)cc(C)n(CC(N)=O)c12	1	-0.6	-1	7	0.0	6	1	2	16
CCOC(=O)N1CCC(N2Cc3cccc(C(=O)N4CCN(c5cccc(Cl)c5)CC4)c3C2=O)CC1	6	-0.5	17	0	-0.2	-18	0	0	x
O=C(COc1ccc(Cl)cc1)N1CCCCCCC1	-7	0.7	-3	-4	-0.2	-14	-9	0	8
CC(C)c1ccc(NC(=S)NN2CCN(C)CC2)cc1	-7	0.4	0	1	0.8	x	17	3	-11
COCCCNC(=O)CNC(=O)c1nn(-c2ccc(OC)c(Cl)c2)c(=O)c2ccccc12	-2	0.4	7	-1	0.2	-7	50*	0	-2
Cc1ccc(Cl)cc1-c1ccc(C=Nc2ccc(N3CCOCC3)cc2)o1	5	-0.8	20	6	-0.3	41	-8	0	-7
COc1ccccc1Cn1cc(C(=O)c2ccc(Cl)cc2)c(=O)c2ccccc21	-1	x	10	11	-0.3	-2	x	13	0
Cc1cc(C)c(OC2(c3ccccc3)OC(=O)c3ccccc32)c(C)c1 (configuration not stated)	-5	0.8	12	-8	0.0	3	-31	8	-3
O=P(O)(C(O)c1ccccc1)C(O)c1ccccc1 (configuration not stated)	-6	-0.4	x	2	-0.2	-1	7	0	9
O=C(N/N=C\c1ccc(COc2ccc([N+](=O)[O-])cc2)o1)c1ccc(Cl)cc1	-3	0.8	-2	-5	-0.2	-14	-1	-1	-12
Cc1ccc(S(=O)(=O)Cc2ccc(C(=O)N3CCN(c4ccccn4)CC3)o2)cc1	-5	-2.1	x	-2	-0.4	-3	-8	0	-8
CCC(=O)N1c2ccccc2CC1C(=O)N1CCN(c2ccccc2)CC1 (configuration not stated)	1	x	1	-3	-0.2	-1	x	0	2
COC(=O)c1c(NC(=O)CN2CCN(c3cccc(Cl)c3)CC2)sc(C)c1C	-4	-0.2	13	-3	-0.1	-10	6	6	7

# Whole records from above. Screens in order: D1 PAM	D2 ag	RXFP1 antagonist	TRHR enhancer	TRHR ag	D1 antagonist	D2 antag	D1 agonist	D2 PAM
# Cc1cc(C)c(OC2(c3ccccc3)OC(=O)c3ccccc32)c(C)c1 (configuration not stated) reads -5	0.8	12	-8	0.0	3	-31	8	-3
# COc1cc(NC(=O)CCN2CCN(C)CC2)cc(OC)c1 reads -2	1.5	1	-1	-0.6	2	-6	1	14

# Remaining list, next part:
structure	D1 PAM	D2 ag	RXFP1 antagonist	TRHR enhancer	TRHR ag	D1 antagonist	D2 antag	D1 agonist	D2 PAM
Cc1ccc(S(=O)(=O)C(CNC(=O)Cc2ccc(Cl)cc2)c2cccs2)cc1 (configuration not stated)	1	0.2	2	0	-0.5	-2	x	2	2
CCOC(=O)c1noc2ncnc(Nc3ccc(F)cc3F)c12	-3	x	x	7	1.1	4	x	2	1
Cc1cc(C)nc(NC(=O)CN2C(=O)c3ccccc3S2(=O)=O)n1	0	0.4	-2	-3	1.6	-5	-7	4	8
Cc1csc(=O)n1CC(=O)OCC(=O)Nc1ccc(C(N)=O)cc1	4	-0.1	-14	4	0.2	4	12	1	21
CCc1cccc(NC(=O)c2cc(OC)c(OC)c(OC)c2)c1	1	-0.9	-15	2	-1.1	2	-7	0	-1
COc1ccc(CNC(=O)Cn2ncn3c(cc4ccccc43)c2=O)cc1	-2	0.3	-28	10	-0.3	6	11	1	2
CC(C)n1c(N2CCN(C(=O)c3cccs3)CC2)nc2ccccc21	5	4.8	-18	-4	-1.2	0	-8	1	-5
c1ccc(-n2nnnc2SCCCSc2nc3ccccc3s2)cc1	-3	2.7	-18	34*	1.3	-9	-5	23	4
O=C(NCc1ccccn1)c1ccc(OC2CCN(Cc3ccc(Cl)s3)CC2)cc1	-6	-0.3	-29	15	-0.7	-23	4	9	-10
Cc1cc(C(=O)Cn2cc([N+](=O)[O-])ccc2=O)c(C)n1CC1CCCO1 (configuration not stated)	-6	0.2	-5	4	-0.2	2	-3	2	11
CCN(CC)S(=O)(=O)c1ccc2oc(SCC(=O)NCc3ccccc3)nc2c1	0	0.0	3	-9	-0.6	1	-16	1	-1
O=C(CSc1nc2ccccc2s1)N1CCN(C(=O)c2ccco2)CC1	0	-0.8	6	5	-0.1	-20	-16	5	1
CN(C1CC(C)(C)N(O)C(C)(C)C1)S(=O)(=O)CC12CCC(CC1=O)C2(C)C (configuration not stated)	5	0.2	2	-1	0.4	-6	-17	2	5
COC(=O)[C@@H](NC(=O)Nc1ccc(OC)cc1)C(C)C	0	0.9	32	-2	0.6	-7	-1	1	2

# Gathered by group, the compounds so far with four or more nitrogen atoms
structure	D1 PAM	D2 ag	RXFP1 antagonist	TRHR enhancer	TRHR ag	D1 antagonist	D2 antag	D1 agonist	D2 PAM
COc1cc(CC(NC(C)=O)C(=O)NC2CCN(C(=O)Nc3ccccc3C)CC2)cc(OC)c1 (configuration not stated)	-10	1.7	1	0	0.1	-7	-8	2	-7
O=C(c1cc(-c2cccnc2)nc2ccc(Cl)cc12)N1CCN(S(=O)(=O)c2cccs2)CC1	-1	0.2	2	5	0.6	-5	-10	2	4
COc1ccc(S(=O)(=O)NNc2nc(C)cc(C)n2)cc1[N+](=O)[O-]	-1	-0.4	3	-5	0.0	7	11	3	-3
O=C(CSc1nc2c([nH]c3ccccc32)c(=O)n1-c1ccccc1)N1CCOCC1	0&-4	0.1	-1	0&-1	-0.4&0.3	-11&21	-6	0&0	-2&-1
CCOc1ccc(Nc2nc(Cl)nc(N3CCN(c4ccc(OC)cc4)CC3)n2)cc1	3	-0.1	-14	-2	0.0	-2	3	0	-6
CCCCc1nc2cc(C(=O)NCc3nccn3CC)ccc2o1	-1	0.2	5	2	-0.4	-3	-26	0	21
COCCn1c(C)cc(/C=C(\C#N)C(=O)OCC(=O)Nc2ccc(S(N)(=O)=O)cc2)c1C	0	-1.4	-6	0	0.6	-2	10	5	-5
CCOC(=O)N1CCC(N2Cc3cccc(C(=O)N4CCN(c5cccc(Cl)c5)CC4)c3C2=O)CC1	6	-0.5	17	0	-0.2	-18	0	0	x
CC(C)c1ccc(NC(=S)NN2CCN(C)CC2)cc1	-7	0.4	0	1	0.8	x	17	3	-11
COCCCNC(=O)CNC(=O)c1nn(-c2ccc(OC)c(Cl)c2)c(=O)c2ccccc12	-2	0.4	7	-1	0.2	-7	50*	0	-2
CCOC(=O)c1noc2ncnc(Nc3ccc(F)cc3F)c12	-3	x	x	7	1.1	4	x	2	1
Cc1cc(C)nc(NC(=O)CN2C(=O)c3ccccc3S2(=O)=O)n1	0	0.4	-2	-3	1.6	-5	-7	4	8
COc1ccc(CNC(=O)Cn2ncn3c(cc4ccccc43)c2=O)cc1	-2	0.3	-28	10	-0.3	6	11	1	2
CC(C)n1c(N2CCN(C(=O)c3cccs3)CC2)nc2ccccc21	5	4.8	-18	-4	-1.2	0	-8	1	-5
c1ccc(-n2nnnc2SCCCSc2nc3ccccc3s2)cc1	-3	2.7	-18	34*	1.3	-9	-5	23	4
